PfHsp40 yeast: rescue of PfHsp40-mediated yeast toxicity | 340,000 tested, 0.68% active | S. cerevisiae expressing PfHsp40, growth rescue, ATP luminescence | AID 504582 | growth rescue, % at 12.5 µM; in the data active means growth rescue above about 28%, passing the limit was not always enough; inconclusive means no clear call, values can overlap the other calls;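 further: yeast W303a lacking pdr1 and pdr3 grown in galactose medium; growth measured after three days at 30 °C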
BoNT-A LC inh2: inhibitors of Botulinum neurotoxin A light chain protease; multiplex microsphere protease substrate cleavage, flow cytometry; inhibition, % at 10 µM; 360,000 tested, 0.17% active; AID 588499; further: plate controls were buffer without enzyme for full effect and enzyme alone for no effect
CCHFV vOTU inh: CCHFV vOTU protease inhibition | Pep-AMC fluorescence | inhibition, % at 11.5 µM | 370,000 tested, 0.55% active | AID 651958; in the data active means inhibition above about 30%; further: 0% = vehicle wells with enzyme and 100% = no enzyme wells
Anthrax LF inh2: blocks Bacillus anthracis lethal factor protease; multiplex microsphere protease cleavage assay, LF; inhibition, % at 10 µM; AID 588501; 360,000 tested, 0.12% active; P15917; further: plate controls were buffer without enzyme for full effect and enzyme alone for no effect
TcdB GH inh: TcdB glycohydrolase inhibition. P18177. TcdB glycohydrolase enzymatic assay, plate reader. inhibition, % at 9.99 µM. 350,000 tested, 0.24% active; in the data active means inhibition above about 10%
Target sequence (P18177 whole entry, looked up): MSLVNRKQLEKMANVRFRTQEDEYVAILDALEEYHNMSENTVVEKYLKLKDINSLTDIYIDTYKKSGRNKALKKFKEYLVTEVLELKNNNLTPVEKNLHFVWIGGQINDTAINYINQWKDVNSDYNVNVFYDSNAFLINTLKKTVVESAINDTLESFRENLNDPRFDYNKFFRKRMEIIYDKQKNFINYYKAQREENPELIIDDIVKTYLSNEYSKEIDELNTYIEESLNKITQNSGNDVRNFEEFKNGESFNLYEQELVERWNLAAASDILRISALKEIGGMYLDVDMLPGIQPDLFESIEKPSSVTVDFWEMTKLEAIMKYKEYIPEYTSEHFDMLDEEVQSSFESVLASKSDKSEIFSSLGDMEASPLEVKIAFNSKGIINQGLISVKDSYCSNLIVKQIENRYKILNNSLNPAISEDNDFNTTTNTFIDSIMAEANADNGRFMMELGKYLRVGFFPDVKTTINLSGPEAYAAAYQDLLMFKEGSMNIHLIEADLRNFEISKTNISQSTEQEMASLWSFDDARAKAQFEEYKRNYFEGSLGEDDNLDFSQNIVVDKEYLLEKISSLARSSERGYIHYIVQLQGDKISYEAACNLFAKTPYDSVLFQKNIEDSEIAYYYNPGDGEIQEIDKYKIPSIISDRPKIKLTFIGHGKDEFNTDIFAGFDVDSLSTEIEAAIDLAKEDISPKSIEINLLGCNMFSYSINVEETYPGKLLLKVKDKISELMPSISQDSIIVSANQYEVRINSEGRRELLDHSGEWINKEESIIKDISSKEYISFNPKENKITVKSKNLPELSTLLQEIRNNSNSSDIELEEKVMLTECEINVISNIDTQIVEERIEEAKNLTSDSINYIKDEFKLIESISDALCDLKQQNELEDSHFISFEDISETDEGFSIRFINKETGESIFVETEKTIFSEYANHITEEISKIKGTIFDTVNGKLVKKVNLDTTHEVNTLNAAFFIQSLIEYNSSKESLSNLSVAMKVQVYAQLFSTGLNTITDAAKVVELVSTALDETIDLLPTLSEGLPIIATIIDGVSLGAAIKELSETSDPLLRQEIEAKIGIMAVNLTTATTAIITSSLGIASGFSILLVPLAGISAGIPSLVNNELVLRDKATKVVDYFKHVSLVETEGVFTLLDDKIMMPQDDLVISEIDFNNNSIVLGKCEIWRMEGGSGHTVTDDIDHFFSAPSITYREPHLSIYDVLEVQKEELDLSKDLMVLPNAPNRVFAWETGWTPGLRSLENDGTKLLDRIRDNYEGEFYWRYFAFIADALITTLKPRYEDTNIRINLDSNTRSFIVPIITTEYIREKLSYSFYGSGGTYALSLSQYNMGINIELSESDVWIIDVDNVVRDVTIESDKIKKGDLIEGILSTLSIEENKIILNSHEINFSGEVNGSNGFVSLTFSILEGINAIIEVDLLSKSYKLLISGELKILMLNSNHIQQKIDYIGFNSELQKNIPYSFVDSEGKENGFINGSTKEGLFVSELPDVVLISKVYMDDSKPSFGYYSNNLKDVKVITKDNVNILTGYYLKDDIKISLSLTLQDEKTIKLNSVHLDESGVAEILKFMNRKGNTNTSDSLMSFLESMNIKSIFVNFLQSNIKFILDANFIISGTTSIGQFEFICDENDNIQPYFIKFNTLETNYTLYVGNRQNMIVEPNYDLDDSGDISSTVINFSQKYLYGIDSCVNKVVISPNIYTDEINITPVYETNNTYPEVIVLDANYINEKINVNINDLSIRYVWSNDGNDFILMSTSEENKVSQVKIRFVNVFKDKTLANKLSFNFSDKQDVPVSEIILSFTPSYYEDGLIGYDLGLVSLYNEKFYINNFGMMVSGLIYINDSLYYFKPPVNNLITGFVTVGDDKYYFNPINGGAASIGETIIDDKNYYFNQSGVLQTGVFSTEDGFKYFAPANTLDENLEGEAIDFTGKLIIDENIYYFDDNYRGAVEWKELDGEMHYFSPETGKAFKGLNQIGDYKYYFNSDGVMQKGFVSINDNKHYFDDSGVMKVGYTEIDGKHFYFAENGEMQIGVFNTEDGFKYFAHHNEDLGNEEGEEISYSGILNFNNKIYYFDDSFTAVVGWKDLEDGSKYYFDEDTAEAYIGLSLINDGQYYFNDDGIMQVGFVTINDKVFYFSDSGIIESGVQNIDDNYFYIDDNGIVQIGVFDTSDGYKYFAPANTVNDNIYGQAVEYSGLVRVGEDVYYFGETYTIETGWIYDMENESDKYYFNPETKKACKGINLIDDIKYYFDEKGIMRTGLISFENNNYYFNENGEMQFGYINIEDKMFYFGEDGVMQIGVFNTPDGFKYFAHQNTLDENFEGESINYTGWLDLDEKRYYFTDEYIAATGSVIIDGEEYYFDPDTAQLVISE
SSB-PriA inh: inhibitors of Klebsiella pneumoniae PriA binding to SSB C-terminal tail; AlphaScreen SSBct-PriA binding, biotinylated peptide; inhibition, % at 33 µM; 430,000 tested, 0.6% active; in the data active means inhibition mostly above about 37%, no sharp cut-off; inactive means mostly below about 20%;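 further: plate controls were negative control peptide for no effect and reference peptide for full effect; strong numbers were not always called active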
3CLpro inhibitor: SARS-CoV 3CLpro protease inhibition; recombinant SARS-CoV 3CLpro, quenched FRET peptide cleavage; inhibition, % at 6 µM; 290,000 tested, 0.14% active; AID 1706; in the data active means inhibition above about 12%
VHR inh abs: inhibitors of human VHR1 phosphatase (DUSP3) | P51452 | inhibition, % at 13.3 µM | recombinant VHR phosphatase, pNPP absorbance | 290,000 tested, 0.52% active; in the data active means inhibition above about 50%; further: some compounds called inactive have numbers as strong as hits
Y pestis TopoI: inhibitors of Yersinia pestis topoisomerase I; AID 504884; activity, % at 10 µM; Y. pestis Topo-I cleavage product accumulation, plate reader; 360,000 tested, 0.064% active; in the data active means activity above about 50%, passing the limit was not always enough; inconclusive means no clear call, values can overlap the other calls; further: inactives centre near 2
Vc quorum ag: induces V. cholerae light production without autoinducers. V. cholerae BH1578 lux reporter, luminescence, 6 h. activation, % at 18.7 µM. 350,000 tested, 0.16% active. AID 588436; in the data active means activation mostly above about 9.7%, no sharp cut-off; inconclusive means no clear call, values can overlap the other calls; inactive means mostly below about 3.7%; further: not every result past the cut was called active; inactives centre near 0; reference of the scale not given here
Active calls of the source: *; i = inactive; u = inconclusive; x = not tested or not shown. Unless noted, no stated cut-off is given here; in the data, active means inhibition above about 30%; inconclusive means no clear call, values can overlap the other calls; inactive means below that.

Each structure is followed by: VHR inh abs	TcdB GH inh	SSB-PriA inh	Y pestis TopoI	3CLpro inhibitor	CCHFV vOTU inh	BoNT-A LC inh2	PfHsp40 yeast	Vc quorum ag	Anthrax LF inh2
1) Fc1ccc(CCNc2ncnc3[nH]ncc23)cc1
    x	1.7	1	4	x	3	0.4	0.3	-4.3	-5
2) COc1ccc(NC(=O)Cn2nnc(C(=O)NCCc3ccc(OC)c(OC)c3)c2N)cc1
    15	x	-11	0	-1	-6	0.5	-1.8	-0.8	-9
3) CC1(C)C2CCC1(C)C(OC(=O)CCn1ccnc1)C2 (stereo not drawn)
    8	x	7	5	2	7	x	-1.9	-4.0	x
4) CCCN(CCO)Cc1ccc(F)c(Br)c1
    42	x	5	10	-3	-6	0.6	-0.9	-1.7	1
5) Cc1cc(/C=C2/C(=O)NN(c3ccccc3)C2=O)c(C)n1-c1ccc(O)cc1
    -10	0.4	5	-1	-1	5	-0.7	-0.6	3.6	-4
6) O=C(CCCn1cnc([N+](=O)[O-])n1)Nc1ccc(F)c(Cl)c1
    1	0.8	-12	4	4	-9	-1.1	-1.1	i	-7
7) Cc1cc(Cl)c(S(=O)(=O)NC(C)C)cc1OCC(N)=O
    -7	0.4	-5	-5	7	5	-0.3	-0.8	-0.2	-1
8) Cc1cnc(C=O)c2cccc([N+](=O)[O-])c12
    x	1.5	x	-5	x	15	0.3	x	-0.3	-3
9) Cc1cccc(C)c1-n1nnnc1C1(C)CCC(=O)N1CCc1ccccc1F (stereo not drawn)
    x	0.6	x	x	x	-7	-0.8	x	x	-2
10) COc1cc2c(cc1OC)C(C)N(Cc1ccc3c(c1)OCO3)CC2 (stereo not drawn)
    21	0.2	8	1	2	8	-0.4	0.3	-0.5	2
11) CC(C)n1c(=S)[nH]c2cc(Cl)ccc21
    16	0.8	-4	-6	-2	-12	u	-0.8	i	-3
12) CC(C)C(C(=O)NCC1CCCO1)N(C(=O)CNS(=O)(=O)c1ccccc1)C1CCCCC1 (stereo not drawn)
    12	0.6	5	12	-1	1	0.8	-0.6	-2.3	0
13) CCN(CC(=O)Nc1c(F)cccc1F)C(=O)c1cccc(S(=O)(=O)N(C)c2ccccc2)c1
    x	-1.4	-11	9	x	4	-1.7	-0.7	i	-1
14) N#CCSc1ccsc1C(=O)Nc1ccc(F)cc1
    -17	x	-12	-3	-5	-5	-0.3	-1.8	-1.8	-2
15) O=C(N/N=C\c1ccncc1)c1ccccc1O
    -12	-0.2	x	3	2	-3	0.0	-0.4	2.7	-4
16) CC(C)CCNC(=O)NC(=O)COC(=O)CCN=C1NS(=O)(=O)c2ccccc21
    22	0.2	-5	1	-1	3	0.4	0.8	-0.3	0
17) CC(=O)NNc1cc(C)nc(N)n1
    -5	0.7	-2	3	4	-8	-0.1	x	i	-5
18) S=c1[nH]nc2ccc3ccccc3n12
    x	6.8	-3	x	x	15	0.2	x	x	-3
19) Cc1cc(S(=O)(=O)N2CCCC(C)C2)ccc1-n1cnnn1 (stereo not drawn)
    17	1.8	-5	6	-4	-2	0.2	-0.7	-0.3	-4
20) COc1cccc(N(CC(=O)NCC2CCCO2)C(=O)CNS(=O)(=O)c2ccccc2)c1 (stereo not drawn)
    27	0.3	-20	1	4	-4	-1.4	-0.2	-0.3	-5
21) COc1cccc(OCC(=O)N2CCCc3ccccc32)c1
    -8	2.0	-11	7	0	-9	0.9	-0.9	-0.3	-10
22) CCc1ccc(NC(=O)CSc2nc(O)cc(=O)n2C2CCCC2)cc1
    10	1.4	-8	-7	-1	-11	-0.6	-1.2	i	-3
23) c1ccn2cc(-c3ccc4c(c3)OCO4)cc2c1
    -15	1.1	1	-8	-3	6	-0.5	-0.6	i	-11
24) COc1ccc(N2CC(C(=O)N(C)CC(=O)Nc3ccc(Cl)c(C(F)(F)F)c3)CC2=O)c(OC)c1 (stereo not drawn)
    x	0.3	-7	20	x	7	-1.2	0.9	i	-3
25) CC(OC(=O)CCCSc1nc2ccccc2s1)C(=O)NC(N)=O (stereo not drawn)
    13	0.1	5	3	-3	17	0.3	0.1	-0.2	5
26) CCN(CC)c1ccc(/C=C2\C(=O)N(c3nnc(C)c(=O)[nH]3)N=C2C)cc1
    9	3.3	78*	0	-2	17	-1.8	2.1	i	-6
27) COc1ccccc1/C=C1\C(=O)NC(=S)N(c2ccccc2)C1=O
    12	-0.6	-6	3	4	-3	-2.0	-1.1	i	5
28) COc1ccc(N2CC(C)Cn3c2nc2c3c(=O)n(CCc3ccccc3)c(=O)n2C)cc1 (stereo not drawn)
    7	x	-2	-1	x	5	0.2	0.5	-0.2	-4
29) CC(C)(C)C1=CC(=O)C(N2CCOCC2)=CC1=O
    -10	-4.0	15	-4	3	14	-0.4	-1.0	-0.6	1
30) COc1cc(C(=O)N/N=C/c2cn(Cc3cccc(F)c3)c3ccccc23)ccc1O
    27	0.9	x	-11	0	23	-4.6	0.3	i	1

Reprinted from the listing (three entries):
Each structure is followed by: VHR inh abs	TcdB GH inh	SSB-PriA inh	Y pestis TopoI	3CLpro inhibitor	CCHFV vOTU inh	BoNT-A LC inh2	PfHsp40 yeast	Vc quorum ag	Anthrax LF inh2
1) Fc1ccc(CCNc2ncnc3[nH]ncc23)cc1
    x	1.7	1	4	x	3	0.4	0.3	-4.3	-5
2) COc1ccc(NC(=O)Cn2nnc(C(=O)NCCc3ccc(OC)c(OC)c3)c2N)cc1
    15	x	-11	0	-1	-6	0.5	-1.8	-0.8	-9
3) CC1(C)C2CCC1(C)C(OC(=O)CCn1ccnc1)C2 (stereo not drawn)
    8	x	7	5	2	7	x	-1.9	-4.0	x

Later entries.
Each structure is followed by: VHR inh abs	TcdB GH inh	SSB-PriA inh	Y pestis TopoI	3CLpro inhibitor	CCHFV vOTU inh	BoNT-A LC inh2	PfHsp40 yeast	Vc quorum ag	Anthrax LF inh2
31) Cc1ccc(S(=O)(=O)N(C)C)cc1NC(=O)COC(=O)c1n[nH]c(=O)c2ccccc12
    13	1.7	-6	5	-5	-3	-1.2	0.4	0.7	-2
32) CCOc1ccc(C(=O)/C=C/Nc2ccc(S(=O)(=O)Nc3cc(C)nc(C)n3)cc2)cc1
    50*	0.0	-1	x	5	-7	x	x	x	x
33) c1ccc(-c2cn(-c3ccccc3)c3[n+]2CCCS3)cc1
    -15	4.7	-5	1	-1	-13	-0.3	0.1	-0.5	-5
34) CCOc1cc(NC(=S)NCCCN(C)C)c(OCC)cc1NC(=O)c1cccs1
    -8	x	-12	-6	6	-9	-0.6	0.8	i	-1
35) COc1ccc(/C=N/N2CCOCC2)cc1COc1ccc(Cl)cc1
    3	x	x	-6	5	14	-0.3	0.3	-0.3	-3
36) CC(OC(=O)CN1C(=O)NC2(CCCC2)C1=O)c1ccc(F)cc1 (stereo not drawn)
    x	-1.2	7	1	x	-9	-4.4	0.4	i	1
37) Cc1ccc(N(Cc2cc(=O)[nH]c3ccccc23)C(=O)C(C)C)c(C)c1
    -2	-1.0	-5	12	-2	2	-1.6	0.6	0.6	3
38) Cn1nnnc1SC(C(=O)Nc1cccc(C(F)(F)F)c1)c1ccccc1 (stereo not drawn)
    -4	-1.1	-19	-7	-2	7	-1.0	4.4	i	-3
39) CC(C)(C)OC(=O)NCCCC[C@H](NC(=O)c1nc[nH]c1C(=O)NCc1ccc(CNC(=O)OC(C)(C)C)cc1)C(=O)OC(C)(C)C
    6	1.1	-16	2	8	24	-0.2	5.2	-0.9	1
40) Cc1nn(-c2ccccc2)c2c1C(c1ccc(O)c(O)c1)N1C(=N2)C(Nc2ccccc2)=Nc2ccccc21 (stereo not drawn)
    16	x	-10	-13	3	7	2.4	0.0	-0.2	-2
41) OC(Cc1ccccc1Br)c1ncc(-c2ccc(Cl)cc2)[nH]1 (stereo not drawn)
    x	0.3	x	-3	x	2	-0.6	x	i	6
42) O=C(/C=C/[C@H]1O[C@@H](n2cnc3c(NC(=O)c4ccccc4)ncnc32)[C@H](O)[C@@H]1O)NCCCN1CCCC1=O
    x	-0.6	x	x	x	-3	-0.5	x	x	-8
43) COc1ccc(CNC(=O)/C=C/c2ccccc2[N+](=O)[O-])cc1
    10	-0.3	5	3	-1	19	0.7	0.2	0.3	0
44) O=C(COC(=O)Cn1cnc2ccccc21)Nc1cccc([N+](=O)[O-])c1
    13	-1.1	-1	2	3	13	-1.1	0.9	8.7	2
45) O=S(=O)(c1ccccc1)c1cc(O)ccc1O
    25	-7.6	4	-7	1	-7	0.2	0.6	-0.9	-4
46) COc1ccc(S(=O)(=O)N2CCN(C(=O)CCSc3ccccc3)CC2)cc1
    x	1.3	-4	40	x	4	-0.5	-0.3	-0.2	0
47) CNc1ccccc1C(=O)OCC(C)=O
    0	x	0	4	1	x	-0.7	-1.0	-0.3	-1
48) Cc1nc2ccccn2c1C(=O)NNS(=O)(=O)c1ccc(Cl)cc1
    2	-1.2	-17	2	2	-2	0.9	0.1	-0.5	-2
49) COc1ccc(S(=O)(=O)N2CCCCC2)cc1NC(=O)CSc1ncccn1
    x	0.2	-7	12	x	6	-0.7	0.7	i	-6
50) Cc1nc(N)nc(SCc2ccc([N+](=O)[O-])cc2)c1N
    -22	0.9	-14	1	-2	-14	-15	-0.2	-0.5	1
51) O=C(NCCCc1ccccc1)C1CCN(S(=O)(=O)c2ccc(F)cc2)CC1
    -6	1.2	-8	17	-1	11	0.7	0.7	i	1
52) O=C(c1cccc(-c2cncc3nccn23)c1)N1CCOCC1
    x	0.7	x	0	x	-114	-0.4	x	-0.3	-6
53) CCC(C)C(=O)Nc1ccc(S(=O)(=O)Nc2nccs2)cc1 (stereo not drawn)
    44	1.5	-9	6	-8	4	x	0.1	-0.4	x
54) O=C(CCS(=O)(=O)c1ccc(Cl)cc1)Nc1ccccc1Br
    5	1.2	-13	-3	1	-9	-2.6	-0.6	0.5	4
55) Cc1cc(C)c(S(=O)(=O)NCCCn2ccnc2)cc1C
    18	1.3	-15	-1	-3	-5	-2.0	-1.3	-0.4	1
56) Cc1sc2ncnc(SCC(=O)N3CCCC3=O)c2c1C
    23	x	-23	12	-2	8	-0.8	-0.4	-0.4	13
57) CCOc1ccccc1N(CC(=O)NCC1CCCO1)C(=O)CCC(=O)Nc1cc(C)on1 (stereo not drawn)
    16	0.3	5	2	0	9	0.0	0.2	-1.5	5
58) O=C(COc1ccc(Cl)cc1Cl)OCC(=O)c1ccc[nH]1
    x	0.5	-18	16	x	1	2.7	1.6	i	2

High-throughput results: PubChem, several laboratories

Only part of the results is shown; rates above refer to the full screens.
